Screens: PubChem BioAssay, several laboratories
Kir21 block – inhibitors of mouse Kir2.1 inward-rectifier potassium channel; HEK293-Kir2.1, FluxOR thallium flux fluorescence; active compounds read low; actives 0.85% (n = 310,000); B-score at 10 µM; P35561;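 active = fluorescence ratio B-score at or below minus 3 SD of library scores, with starting-brightness B-score within 2 SD, cut at about -4.2 in these data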;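 note: channel flux triggered by added potassium and thallium sulfate stimulus; B-score of peak minus minimum fluorescence over baseline after thallium stimulus; more negative B-score means stronger Kir2.1 block with less thallium influx; some compounds called inactive have numbers as strong as hits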
Target sequence (P35561 whole entry, looked up): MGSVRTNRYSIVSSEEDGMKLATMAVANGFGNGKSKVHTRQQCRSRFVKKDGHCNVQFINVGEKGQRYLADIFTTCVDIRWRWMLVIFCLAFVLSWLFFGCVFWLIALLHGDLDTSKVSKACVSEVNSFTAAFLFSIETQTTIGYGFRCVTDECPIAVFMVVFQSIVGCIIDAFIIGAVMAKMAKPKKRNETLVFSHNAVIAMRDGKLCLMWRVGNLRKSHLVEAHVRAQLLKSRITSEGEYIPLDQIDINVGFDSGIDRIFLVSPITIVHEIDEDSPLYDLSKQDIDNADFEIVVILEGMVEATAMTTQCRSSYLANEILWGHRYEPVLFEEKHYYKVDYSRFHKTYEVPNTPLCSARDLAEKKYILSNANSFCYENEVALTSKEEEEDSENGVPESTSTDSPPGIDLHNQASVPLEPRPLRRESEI
KCNQ2 block – KCNQ2 potassium channel inhibitors, primary screen, cell-based, CHO-K1, FluxOR thallium flux, B-score (AID 2156). B-score at 10 µM. actives 1.1% (n = 310,000). 20 min; active compounds read low. O88943;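 active = fluorescence ratio B-score at most minus 3 library SDs, with starting brightness B-score within 2 library SDs, cut at about -5.5 in these data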
STK33 kinase inh – inhibitors of human STK33 kinase. purified STK33, MBP phosphorylation, ADP-Glo luminescence. Q9BYT3. actives 0.073% (n = 320,000). inhibition, % at 10 µM. AID 2661;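 active = inhibition at or above 25%, using the most active replicate where run in duplicate; inactive = inhibition below 25%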
Target sequence (Q9BYT3 whole entry, looked up): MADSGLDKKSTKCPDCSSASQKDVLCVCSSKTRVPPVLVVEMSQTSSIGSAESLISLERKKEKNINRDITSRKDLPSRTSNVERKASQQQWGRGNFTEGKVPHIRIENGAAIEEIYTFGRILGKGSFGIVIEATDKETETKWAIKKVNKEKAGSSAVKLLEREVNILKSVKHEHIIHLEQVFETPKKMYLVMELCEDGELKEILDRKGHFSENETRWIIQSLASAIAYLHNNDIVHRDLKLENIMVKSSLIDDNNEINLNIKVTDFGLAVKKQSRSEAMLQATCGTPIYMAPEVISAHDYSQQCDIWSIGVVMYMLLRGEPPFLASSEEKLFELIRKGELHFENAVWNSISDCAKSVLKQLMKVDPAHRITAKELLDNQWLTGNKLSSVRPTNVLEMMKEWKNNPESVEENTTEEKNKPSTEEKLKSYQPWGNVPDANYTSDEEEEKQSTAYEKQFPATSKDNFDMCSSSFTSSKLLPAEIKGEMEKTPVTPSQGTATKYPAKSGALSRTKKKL
Active calls of the source: *; i = inactive; nt = no result given.

SMILES | Kir21 block | KCNQ2 block | STK33 kinase inh
CCOC(=O)Cc1csc(NC(=O)c2ccc(Br)s2)n1 | 0.07 | i | 1.0
COCc1nnc(NC(=O)CCCCCN2C(=O)c3ccccc3C2=O)s1 | 0.56 | i | -1.5
CC(C)C(=O)Nc1nnc(Cc2c[nH]c3ccccc23)s1 | -1.6 | i | -11
CCCCNC(=O)CN(c1ccc(Cl)c(Cl)c1)S(C)(=O)=O | -1.4 | i | 4.5
Cc1nn2c(NCC(C)C)c3c(nc2c1-c1ccccc1)CCC3 | 1.8 | i | -0.6
OC(c1cc(C(F)(F)F)nc2c(Cl)cc(Cl)cc12)C1CCCCN1 (stereo not given) | -0.06 | i | 1.3
CS(=O)(=O)Nc1ccccc1C(=O)c1ccccc1 | -1.2 | i | -0.5
CCOc1cc(C(=S)N2CCOCC2)cc(Br)c1OS(=O)(=O)c1ccccc1 | -0.64 | i | 0.6
Cc1cc(C)n(-c2cc(N3CCN(S(=O)(=O)c4ccc5ccccc5c4)CC3)ccc2[N+](=O)[O-])n1 | -0.39 | i | 1.1
CC(C)/C(=N\NC(=O)Nc1ccccc1)c1ccccc1 | -1.2 | i | 0.5
CC(=O)N1CCN(CC(=O)Nc2ccc(C)c(F)c2)CC1 | -1.7 | i | 0.6
Cc1c(NC(=O)CSc2nnc(-c3ccncc3)o2)c(=O)n(-c2ccccc2)n1C | 0.36 | i | -1.5
O=C(N/N=C/c1ccc(O)cc1O)c1ccncc1 | 0.01 | i | -1.7
N/C(=N\OC(=O)c1ccc(Cl)cc1Cl)c1ccc(Cl)cc1 | 0 | i | 0.4
COc1ccc(CNC(=O)C(c2cccs2)N(C(=O)c2csnn2)C2CC2)cc1 (stereo not given) | 2.2 | i | -0.3
O=C(C1CC(=O)N(c2ccc(F)cc2)C1)N1CCN(c2ccc(F)cc2)CC1 (stereo not given) | 1.6 | i | -1.9
Cc1ccc(CN(Cc2ccc(C)o2)C(=S)NCC(=O)O)cc1 | 0.02 | i | -2.9
O=C(O)CS(=O)(=O)CC(=O)NCc1cccc(C(F)(F)F)c1 | -0.03 | i | -1.3
COc1cc(O)c2c(c1)OC(c1ccc(O)cc1)CC2=O (stereo not given) | -1.2 | i | 0.0
CCOC(=O)C(=O)Nc1nc(-c2ccc3c(c2)CCN3C(=O)C2CC2)c(C)s1 | 1.3 | i | -1.1
CCOC(=O)c1cccc(NC(=O)CCn2nnc3ccccc32)c1 | 0.06 | i | 0.3
CCOc1cc(C(=O)NC(CC(=O)O)c2ccc(OC3CCCC3)cc2)cc(OCC)c1OCC (stereo not given) | 0.12 | i | 0.0
COc1cc(NC(=S)NC2CC(C)(C)NC(C)(C)C2)cc(OC)c1 | -0.53 | i | -1.5
CCC(=O)N1CCN(c2ccc(Cl)cc2NC(=O)c2ccc(Br)o2)CC1 | 0.07 | i | 3.2
COc1ccccc1N1CCN(C(=O)c2ccc3nc(-c4ccco4)c(-c4ccco4)nc3c2)CC1 | 0.01 | i | -0.4
COc1cc(S(=O)(=O)NC2CCCC2)c(OC)cc1Cl | -0.19 | i | -0.6
Cc1cc(C)cc(NC(=O)C(OC(=O)C2=COCCO2)c2ccccc2)c1 (stereo not given) | -0.37 | -6.6* | -0.1
O=C(C1CC(=O)N(C2CCCC2)C1)N1CCN(c2cccc(Cl)c2)CC1 (stereo not given) | 0.03 | i | -1.5
CC1SCC(=NOCc2ccccc2)CS1 (stereo not given) | -0.23 | i | 0.0
N#Cc1cccc(OC(=O)c2ccc3c(=O)n4c(nc3c2)CCC4)c1 | 0.94 | i | -1.0
CCN1CCN(c2ccc(NC(=O)c3cccc(OCc4ccccc4)c3)cc2)CC1 | -0.01 | i | 0.1
O=C(CCCCl)Oc1ccc2cc(-c3ccc4ccccc4n3)c(=O)oc2c1 | -1.5 | i | -0.7
CCOC(=O)CCSc1nc(N2CCOCC2)c2c(c1C#N)CC(C)(C)OC2 | 1.6 | i | -1.0
Cc1ccc(NC(=O)Cn2cnc3cc([N+](=O)[O-])ccc3c2=O)cc1 | 1.2 | i | 1.0
c1ccc(Cn2c(SCCN3CCOCC3)nnc2-c2cccnc2)cc1 | -0.01 | i | -1.3
CN(CCc1ccccn1)C(=O)CN(C)S(=O)(=O)c1ccc2c(c1)c(=O)n(C)c(=O)n2C | 0.81 | i | -0.3
Cc1ccc2cc(CN(c3ccccc3C)S(=O)(=O)c3ccccc3)c(=O)[nH]c2c1 | 1.5 | i | 0.1
COc1ccccc1/C=N/NC(=O)c1ccc(N(C)S(=O)(=O)c2ccccc2)cc1 | 0.7 | i | 1.5
CC(C)[C@H](NC(=O)OC(C)(C)C)c1nnc(SCc2cccc(F)c2)o1 | -1.1 | i | nt
O=C(CN1C(=O)/C(=C/c2ccco2)SC1=S)Nc1ccc(O)c(C(=O)O)c1 | -0.5 | i | 5.9
CCN(CC)c1ccc2nc3c4ccccc4c(=O)cc-3oc2c1 | -0.63 | i | 0.8
Cc1ccc(-n2c(C)cc(=O)cc2C)cc1[N+](=O)[O-] | 2.7 | i | -1.2
Cn1c(=O)oc2cc(S(=O)(=O)N3CCC(C(=O)NCc4ccccc4)CC3)ccc21 | -0.1 | i | -1.2
CCc1nnc(NC(=O)CSc2nnc(-c3ccccc3O)n2-c2ccc(C)cc2)s1 | -1.9 | i | 0.1
O=c1[nH]c(NC2CCCCC2)c([N+](=O)[O-])c(=O)[nH]1 | -0.58 | i | -1.1
COc1ccc(OC)c(NC(=O)CCC(=O)N(Cc2ccc(OC)c(OC)c2)c2nccs2)c1 | 0.46 | i | -0.2
C/C(=N\NC(=O)c1ccc(N)cc1)C1CC1 | -0.63 | i | -2.1
COc1ccc(NC(=O)CN2CCN(CC(=O)Nc3ccccc3Cl)CC2)c(OC)c1 | 0.82 | i | -0.6
Cc1ccc(CNC(=O)c2ccccc2SCC(=O)NCC2CCCCC2)cc1 | 1.6 | i | -0.4
Cc1oc(-c2cc(F)ccc2F)nc1CN1CCN(C)C(=O)[C@@H]1C | 1 | i | 0.1
Oc1ccc(-c2csc(Nc3ncccn3)n2)c(O)c1 | -1.3 | i | -0.6
COc1ccc(Cc2nnc(-c3cccc(C)c3)o2)cc1OC | -2.1 | i | -0.7
Cc1ccc(CN2CCCN(Cc3c(F)cccc3Cl)S2(=O)=O)cc1 | -0.13 | i | -0.5
COc1cc2ccccc2cc1C(=O)N1CCN(C(C)=O)CC1 | 1.9 | i | 2.8
COc1ccc(CCNc2nncc(=O)[nH]2)cc1OC | -0.88 | i | 0.1
COc1ccc(C(=S)N2CCOCC2)cc1OS(=O)(=O)c1ccc(Br)cc1 | 0.25 | i | -2.2
Cc1ccc(N2C(=O)C3C=NNC3C2=O)cc1 (stereo not given) | -0.65 | i | 1.0
Cc1csc(NC(=O)Cn2cnnn2)n1 | 0.34 | i | 0.0
COC(=O)c1c(CCl)noc1C(=O)NC(C)C | 0.21 | i | -0.6
Cc1cccc(Cc2nnc(CCC(=O)N(C)Cc3ccncc3C)o2)c1 | -2.9 | i | 0.2
Next section
SMILES | Kir21 block | KCNQ2 block | STK33 kinase inh
O=C(NC1CCCCCC1)C1CCN(C(=O)c2cccc(Cl)c2)CC1 | 1.3 | i | -1.1
CC1=C(C(=O)Nc2ccccc2)C(c2ccc(O)cc2)N2C(=O)CSC2=N1 (stereo not given) | 0.84 | i | 0.8
COC(=O)c1ccc2c(=O)sc(N3CCC(C(N)=O)CC3)nc2c1 | -0.02 | i | 0.9
COc1ccccc1N1C(=O)c2ccccc2NC1c1ccncc1 (stereo not given) | -0.33 | i | -1.0
COc1ccccc1N1CCN(c2ccc(N3C(=O)CCC3=O)cc2[N+](=O)[O-])CC1 | 0.46 | i | 5.7
Cc1ccc(NC(=S)Nc2ccc3cn[nH]c3c2)cc1 | 1.7 | i | 9.3
Cc1cc(C(=O)N2CCOCC2)ccc1[N+](=O)[O-] | -0.09 | i | 1.2
Cc1ccc(-c2cc(C(=O)N3CCN(C(=O)c4ccco4)CC3)[nH]n2)cc1C | -0.06 | i | -0.2
O=C1CN(C(=O)OCc2ccccc2)c2ccccc2N1 | 0.96 | i | 1.2
CC(NC(=O)c1ccccc1Br)C1CC2CCC1C2 (stereo not given) | 1 | i | -0.1
COc1cc(C(=S)N2CCCCC2)ccc1OCC(=O)Nc1ccc(F)cc1 | -2.1 | i | -2.5
COc1ccc(-c2cc(C(=O)N3CCCCC3)c3ccccc3n2)cc1 | -2.6 | i | 0.7
C/C=C/C(=O)OCc1csc(CC(=O)Nc2ccccc2C)n1 | 0.85 | i | -2.9
O=C(c1cccc([N+](=O)[O-])c1)N1CCN(Cc2ccc3c(c2)OCO3)CC1 | 0.35 | i | 0.1
CCOC(=O)c1csc(NC(=O)c2ccc(C#N)cc2)n1 | 0.43 | i | -0.5
CCCCCCCCCCSc1n[nH]c(N)n1 | -0.32 | i | -0.6
Cc1cccc(N(CC(=O)NCc2ccco2)C(=O)CCC(=O)Nc2ccccn2)c1 | 1.2 | i | nt
Cc1cccc(CCNC(=O)CC2C(=O)NCCN2Cc2ccccc2C)n1 (stereo not given) | 0.65 | i | -0.3
CCOc1ccc(OCC(=O)Nc2ccc(S(=O)(=O)Nc3cc(C)nc(C)n3)cc2)cc1 | 1.9 | i | -1.1
Cc1c(C(=O)N2CCN(c3ccccc3F)CC2)sc2ncn(CC(=O)N3CCOCC3)c(=O)c12 | -0.41 | i | -0.2
CN1CCN(C(=O)c2cc(-c3cccc(Cl)c3)on2)CC1 | -0.3 | i | -1.6
O=[n+]1cc(-c2ccccc2)n([O-])c2c1CCCCC2 | 0.22 | i | 3.5
O=C(CCn1cccc1)NCc1ccc2c(c1)OCO2 | -0.16 | i | -0.7
CCc1nnc(NS(=O)(=O)c2ccc(NC(=O)c3cccc([N+](=O)[O-])c3)cc2)s1 | 1.5 | i | -1.0
CN(C)S(=O)(=O)c1ccc(N2CCCC2)c(C(=O)NNC(=O)COc2ccccc2F)c1 | 0.74 | -8.3* | 0.1
Cc1ccc(Oc2c(CO)c(-c3ccccc3)nn2C)cc1 | 0.63 | i | 0.4
O=C(NCCC1=CCCCC1)C(=O)NCC1OCCCN1S(=O)(=O)c1ccc(F)cc1 (stereo not given) | 0.3 | i | -0.9
CCOC(=O)N1CCN(C(=O)c2cc3n(n2)C(C(F)(F)F)CC(c2ccc4c(c2)OCO4)N3)CC1 (stereo not given) | -0.02 | i | 0.3
COc1ccccc1NC1=C(C)C(=O)CC1 | -0.6 | i | -0.3
CCC(=O)Oc1ccc2c(C)cc(=O)oc2c1C | 2.7 | i | -2.1
Cc1cc2c(c(=O)n1C)C(C(C)C)C(C#N)=C(N)O2 (stereo not given) | -0.02 | i | -3.6
CCOC(=O)c1c(C)[nH]c(C(=O)C(C)Cl)c1C (stereo not given) | 1.5 | i | -0.6
Cc1oc(-c2ccccc2Cl)nc1CS(=O)CC(=O)NCc1ccccc1Cl (stereo not given) | -0.01 | i | -1.2
CCn1c(C)cc(/C=C2/NC(=O)N(c3ccccc3)C2=O)c1C | 0.67 | i | 0.8
O=C(CN(Cc1ccc(Cl)cc1)C(=O)CNS(=O)(=O)c1ccc(F)cc1)NCC1CCCO1 (stereo not given) | 1 | i | -1.6
Cc1ccc(CCNC(=O)Cc2ccc(NC3=NC4CS(=O)(=O)CC4S3)cc2)cc1 (stereo not given) | -0.87 | i | -0.5
Cc1nn(-c2ccccc2)c2nc(-c3ccccc3)cc(C(=O)N3CCOCC3)c12 | -1.1 | i | -1.7
CC(=O)OCC1OC(n2ncc(=O)n(Cc3ccccc3)c2=O)C(OC(C)=O)C1OC(C)=O (stereo not given) | -0.86 | i | -2.6
CCn1c(C)c(C)c2cc(C(=O)NCCCN3CCOCC3)ccc21 | -0.21 | i | 0.4
CSc1ccc(/C=N/Nc2ccc(Cl)c(C(=O)O)c2)cc1 | 1.3 | i | -0.5
CN(C(=O)c1cc([N+](=O)[O-])ccc1N1CCCC1)C1CCCCC1 | -2.1 | i | 6.7
CN(Cc1ccccc1)C(=S)NC(=O)c1ccc(-c2ccccc2)cc1 | -0.82 | i | -1.4
Cc1c(C(=O)NN2CCN(C)CC2)cccc1[N+](=O)[O-] | 1.5 | i | -1.7
O=C(CCn1nc(-c2ccc(Cl)cc2)ccc1=O)NCc1ccccn1 | -0.42 | i | 2.3
